From PubChem BioAssay
PAFAH2 FP inh = PAFAH2 enzyme inhibitors, primary screen, biochemical, fluorescence polarization, human. Platelet-activating factor acetylhydrolase 2, cytoplasmic (Homo sapiens), Q99487. recombinant PAFAH2, FP-rhodamine activity probe. inhibition, % at 3.39 µM. 340,000 tested, 0.99% active. AID 492956, 2010;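 active = inhibition above the mean over all tested compounds plus 3 SD, cut at about 30% in these data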;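 note: inhibitors block probe labeling of enzyme so polarization drops; 0% = enzyme with DMSO and 100% = wells lacking PAFAH2 protein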
LYPLA1 counter = LYPLA1 inhibitors, primary screen, counter-screen for PME1 inhibitor project, biochemical, fluorescence polarization, FP-Rh probe ABPP; AID 2174, 2009; Acyl-protein thioesterase 1 (Homo sapiens), O75608; 320,000 tested, 0.16% active; recombinant LYPLA1; inhibition, % at 5.9 µM;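 active = inhibition above the mean of all tested compounds plus 3 SD, set per campaign, cut at about 14% in these data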;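 note: inhibitors block serine hydrolase probe labeling of LYPLA1 so polarization falls; 0% = enzyme with DMSO and 100% = wells lacking LYPLA1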
Target sequence (O75608 whole entry, looked up): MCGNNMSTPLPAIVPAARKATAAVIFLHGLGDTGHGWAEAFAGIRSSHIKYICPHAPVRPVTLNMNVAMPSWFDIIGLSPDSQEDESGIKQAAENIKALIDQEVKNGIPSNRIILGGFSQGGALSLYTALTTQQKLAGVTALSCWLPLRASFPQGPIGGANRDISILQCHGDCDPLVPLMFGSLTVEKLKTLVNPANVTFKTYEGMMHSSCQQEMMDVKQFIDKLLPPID
PAFAH1B2 FP inh = PAFAH1B2 enzyme inhibitors, primary screen, biochemical, fluorescence polarization, human. AID 492953, 2010. Platelet-activating factor acetylhydrolase IB subunit alpha2 (Homo sapiens), P68402. 340,000 tested, 1.2% active. inhibition, % at 3.39 µM. recombinant PAFAH1B2, FP-rhodamine activity probe;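 active = inhibition above the mean of all tested compounds plus 3 SD, cut at about 24% in these data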;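 note: 0% = enzyme with DMSO and 100% = wells lacking PAFAH1B2; many of its hits are not listed in these tables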
Fam108B counter = mouse Fam108B serine hydrolase inhibitors, primary screen, counter-screen for RBBP9 inhibitor project, biochemical, fluorescence polarization. recombinant Fam108B, FP-Rh probe fluorescence polarization. AID 1947, 2009. 300,000 tested, 0.33% active. inhibition, % at 9.51 µM;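 active = inhibition above the screen mean inhibition plus 3 SD, computed separately per campaign, cut at about 18% in these data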;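 note: inhibitors lower polarization as less probe binds the enzyme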
PME-1 primary = PME-1 inhibitors via competitive probe labeling, primary screen, biochemical, fluorescence polarization, FP-Rh probe, HTS; 320,000 tested, 0.53% active; AID 2130, 2009; recombinant PME-1; Protein phosphatase methylesterase 1 (Homo sapiens), Q9Y570; inhibition, % at 5.9 µM;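 active = inhibition above the campaign mean of all compounds plus 3 SD, cut at about 26% in these data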;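 note: competitive labeling of PME-1 active site by serine hydrolase directed probe; 0% = PME-1 with DMSO and 100% = wells lacking PME-1 enzyme; inhibitors block probe labeling so polarization falls and inhibition rises; many of its hits are not listed in these tables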
GSTO1 counter = inhibitors of recombinant GSTO1, primary screen, counter-screen for RBBP9 inhibitor project, biochemical, fluorescence polarization | Glutathione S-transferase omega-1 (Homo sapiens), P78417 | activity-based probe fluorescence polarization | inhibition, % at 5.96 µM | 300,000 tested, 1.1% active | AID 1974, 2009;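 active = inhibition above the campaign mean inhibition plus 3 SD, cut at about 35% in these data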;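 note: 0% = GSTO1-1 with DMSO and 100% = wells lacking GSTO1-1 enzyme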
PAD4 inh = human PAD4 inhibitors, primary screen, biochemical, fluorescence polarization, 1536-well format; 330,000 tested, 0.41% active; Protein-arginine deiminase type-4 (Homo sapiens), Q9UM07; inhibition, % at 6.36 µM; recombinant PAD4, RCA probe fluorescence polarization;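 active = percent inhibition above a cutoff equal to the mean of all tested compounds plus 3 SD, cut at about 15% in these data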;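 note: 0% = PAD4 with RCA probe and DMSO and 100% = probe without PAD4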
pPAFAH inh = pPAFAH enzyme inhibitors, primary screen, biochemical, fluorescence polarization, human; inhibition, % at 3.39 µM; recombinant pPAFAH, FP-rhodamine probe fluorescence polarization; 330,000 tested, 1.5% active; AID 463082, 2010;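 active = inhibition above the mean inhibition across the screen plus 3 SD, cut at about 25% in these data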;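 note: inhibitors block binding of the rhodamine activity-based probe so polarization drops; 0% = enzyme with DMSO and 100% = wells lacking pPAFAH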
Target sequence (Q13093 whole entry, looked up): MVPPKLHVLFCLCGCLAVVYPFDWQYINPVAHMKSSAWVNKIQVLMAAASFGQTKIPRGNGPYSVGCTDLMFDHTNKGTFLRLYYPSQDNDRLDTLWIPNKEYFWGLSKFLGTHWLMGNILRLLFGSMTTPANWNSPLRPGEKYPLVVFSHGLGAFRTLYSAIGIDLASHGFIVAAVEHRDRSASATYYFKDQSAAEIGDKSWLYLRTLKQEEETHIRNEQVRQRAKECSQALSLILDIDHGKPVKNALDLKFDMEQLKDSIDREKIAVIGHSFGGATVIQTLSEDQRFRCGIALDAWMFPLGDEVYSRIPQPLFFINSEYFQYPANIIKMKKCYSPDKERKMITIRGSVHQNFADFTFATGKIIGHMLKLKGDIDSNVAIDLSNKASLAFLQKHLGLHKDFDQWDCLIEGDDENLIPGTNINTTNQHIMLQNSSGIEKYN
PAFAH1B3 inh = PAFAH1B3 enzyme inhibitors, primary screen, biochemical, fluorescence polarization, human. Platelet-activating factor acetylhydrolase IB subunit alpha1 (Homo sapiens), Q15102. recombinant PAFAH1B3, FP-rhodamine probe. inhibition, % at 3.39 µM. 340,000 tested, 0.28% active;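 active = inhibition above the screen-wide average of all tested compounds plus 3 SD, cut at about 25% in these data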;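 note: 0% = enzyme with DMSO only and 100% = wells lacking PAFAH1B3 protein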
Target sequence (Q15102 whole entry, looked up): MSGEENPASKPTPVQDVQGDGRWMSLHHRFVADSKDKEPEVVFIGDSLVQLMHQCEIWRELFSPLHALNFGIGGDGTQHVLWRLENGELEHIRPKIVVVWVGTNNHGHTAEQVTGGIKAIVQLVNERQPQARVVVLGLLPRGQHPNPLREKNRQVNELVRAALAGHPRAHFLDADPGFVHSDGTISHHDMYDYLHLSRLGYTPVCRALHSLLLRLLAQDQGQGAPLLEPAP
* marks the source's active call; other numbers are inactive results; . = not tested or not shown. Some of the compounds tested; count on the stated rates, not on these rows.

| nr | smiles | PAFAH1B3 inh | Fam108B counter | GSTO1 counter | PAFAH1B2 FP inh | pPAFAH inh |
| --- | --- | --- | --- | --- | --- | --- |
| 1 | CC(=O)c1cccc(S(=O)(=O)Nc2ccc(N3CCOCC3)cc2)c1 | -3.3 | 3.4 | -4.4 | -0.9 | 4.3 |
| 2 | Cc1cc(C(=O)CN2C(=O)c3cccc(N)c3C2=O)c(C)n1Cc1cccs1 | -2.4 | -3.7 | -14.4 | 4.7 | -3.4 |
| 3 | Cc1ccccc1COc1cccc(/C=N/NC(=O)c2nnn(-c3nonc3N)c2C)c1 | 6.7 | -4.7 | -4.0 | 3.2 | 2.4 |
| 4 | CCSc1nnc(N2C(=O)C(O)=C(C(=O)c3ccco3)C2c2cccc(OC)c2)s1 (centres undefined) | 10.3 | -1.4 | -8.9 | 0.6 | -1.2 |
| 5 | COc1cccc(C(=O)NCCC2=CCCCC2)c1OC | 0.1 | 0.9 | -1.1 | 5.2 | -2.8 |
| 6 | CC(C)(C)c1ccc(/C=C/C(=O)c2ccc(NC3=NCCCS3)cc2)cc1 | 0.1 | -1.8 | -13.5 | -1.6 | -6.9 |
| 7 | CCC(C)NC(=O)c1cc2c(=O)n(CC)c3ccccc3c2s1 (centres undefined) | 11.2 | -0.4 | -6.9 | 8.0 | -4.0 |
| 8 | CCN(CC)CCN(C)C1CCC(c2ccccc2)CC1 (centres undefined) | 0.0 | 0.6 | 5.6 | -0.7 | 1.6 |
| 9 | CCc1ccccc1NC(=O)CNC(=O)c1ccccc1OCc1c(C)noc1C | 7.7 | -1.5 | 4.6 | 3.7 | 3.1 |
| 10 | COc1ccc(C)cc1NC(=O)COC(=O)C1COc2ccccc2O1 (centres undefined) | 13.2 | . | . | 4.0 | 5.6 |
| 11 | Cc1nc2cc(NS(=O)(=O)c3ccc(Br)cc3)ccc2n1C | 5.7 | -2.3 | -3.7 | 18.7 | -1.0 |
| 12 | CCc1ccc(NC(=O)C2CCCN(S(=O)(=O)c3c(C)[nH]c(=O)[nH]c3=O)C2)cc1 (centres undefined) | 3.5 | 0.9 | 6.7 | 7.2 | 6.1 |
| 13 | Cc1ccc(C(=O)NCc2ccccn2)cc1S(=O)(=O)N1CCCCC1 | 6.9 | -3.9 | -3.3 | 4.3 | 6.6 |
| 14 | O=C(Nc1ccncc1)C1COc2ccccc2O1 (centres undefined) | 5.0 | 0.4 | 2.4 | 0.2 | 6.1 |
| 15 | CNC(=O)N1c2ccccc2C=Cc2ccccc21 | 9.8 | -3.2 | 3.4 | 0.4 | 6.0 |

| nr | PAD4 inh | LYPLA1 counter | PAFAH2 FP inh | PME-1 primary |
| --- | --- | --- | --- | --- |
| 1 | 3.0 | -0.9 | 2.4 | -3.7 |
| 2 | -2.7 | -9.5 | -2.8 | -14.9 |
| 3 | -1.6 | -4.6 | -3.5 | 1.8 |
| 4 | -18.6 | 0.9 | 14.9 | 1.6 |
| 5 | 1.4 | 3.2 | 6.0 | 0.9 |
| 6 | -1.3 | -1.5 | -17.6 | -1.0 |
| 7 | -1.4 | -1.8 | 7.4 | -1.9 |
| 8 | 1.3 | -1.7 | -8.1 | -4.0 |
| 9 | -0.8 | 0.1 | -3.8 | 4.3 |
| 10 | -0.4 | . | 2.0 | . |
| 11 | -8.8 | 0.4 | 4.1 | -9.7 |
| 12 | -1.9 | 0.6 | 8.3 | -3.5 |
| 13 | 1.4 | 3.9 | 6.2 | -0.6 |
| 14 | 2.3 | 1.8 | -2.3 | -0.1 |
| 15 | 0.0 | -3.8 | 1.9 | -0.8 |

In the list so far, these contain an aryl methoxy group.
| nr | smiles | PAFAH1B3 inh | Fam108B counter | GSTO1 counter | PAFAH1B2 FP inh | pPAFAH inh |
| --- | --- | --- | --- | --- | --- | --- |
| 4 | CCSc1nnc(N2C(=O)C(O)=C(C(=O)c3ccco3)C2c2cccc(OC)c2)s1 (centres undefined) | 10.3 | -1.4 | -8.9 | 0.6 | -1.2 |
| 5 | COc1cccc(C(=O)NCCC2=CCCCC2)c1OC | 0.1 | 0.9 | -1.1 | 5.2 | -2.8 |
| 10 | COc1ccc(C)cc1NC(=O)COC(=O)C1COc2ccccc2O1 (centres undefined) | 13.2 | . | . | 4.0 | 5.6 |

| nr | PAD4 inh | LYPLA1 counter | PAFAH2 FP inh | PME-1 primary |
| --- | --- | --- | --- | --- |
| 4 | -18.6 | 0.9 | 14.9 | 1.6 |
| 5 | 1.4 | 3.2 | 6.0 | 0.9 |
| 10 | -0.4 | . | 2.0 | . |

3 entries already listed, ordered by number of heavy atoms, low to high:
| nr | smiles | PAFAH1B3 inh | Fam108B counter | GSTO1 counter | PAFAH1B2 FP inh | pPAFAH inh |
| --- | --- | --- | --- | --- | --- | --- |
| 8 | CCN(CC)CCN(C)C1CCC(c2ccccc2)CC1 (centres undefined) | 0.0 | 0.6 | 5.6 | -0.7 | 1.6 |
| 10 | COc1ccc(C)cc1NC(=O)COC(=O)C1COc2ccccc2O1 (centres undefined) | 13.2 | . | . | 4.0 | 5.6 |
| 12 | CCc1ccc(NC(=O)C2CCCN(S(=O)(=O)c3c(C)[nH]c(=O)[nH]c3=O)C2)cc1 (centres undefined) | 3.5 | 0.9 | 6.7 | 7.2 | 6.1 |

| nr | PAD4 inh | LYPLA1 counter | PAFAH2 FP inh | PME-1 primary |
| --- | --- | --- | --- | --- |
| 8 | 1.3 | -1.7 | -8.1 | -4.0 |
| 10 | -0.4 | . | 2.0 | . |
| 12 | -1.9 | 0.6 | 8.3 | -3.5 |

More results follow.
| nr | smiles | PAFAH1B3 inh | Fam108B counter | GSTO1 counter | PAFAH1B2 FP inh | pPAFAH inh |
| --- | --- | --- | --- | --- | --- | --- |
| 16 | O=C(CN(c1ccc2c(c1)OCCO2)S(=O)(=O)c1ccccc1)NCC1CCCO1 (centres undefined) | -2.0 | 2.1 | 11.6 | 0.6 | 3.5 |
| 17 | CCCCCOC(=O)C1=C(C)Nc2ncnn2C1c1cccs1 (centres undefined) | 9.2 | -3.8 | -3.2 | 10.2 | 4.1 |
| 18 | CCCCOC(=O)Nc1ccc(S(=O)(=O)Nc2onc(C)c2C)cc1 | 5.0 | 1.3 | 3.1 | -3.6 | -6.1 |
| 19 | CCN(CC)CCNC(=O)c1cc2c(-c3ccc(Cl)cc3)nn(C)c2s1 | 8.7 | -2.4 | -10.3 | 2.7 | 1.8 |
| 20 | CC(=O)Nc1nc2ccccc2n1Cc1ccc(Cl)cc1 | -1.5 | -4.6 | -10.1 | 3.7 | 2.4 |
| 21 | COc1ccccc1N1CC(O)=C(c2nc3ccccc3c(=O)[nH]2)C1=N | 4.7 | 0.3 | -1.9 | 7.2 | 3.1 |
| 22 | Cc1cc(-c2nnc(SCC(=O)Nc3ccccc3C)n2N)n[nH]1 | 5.0 | -3.0 | -0.4 | 5.9 | 0.1 |
| 23 | O=C(Nc1ccc(-n2cccn2)cc1)C1CCCCN1Cc1cccc2cccnc12 (centres undefined) | -2.1 | -0.7 | -0.8 | 4.1 | -0.9 |
| 24 | O=C1C[C@@H]2CCN3C(=O)CCC[C@@H]([C@H]23)[C@H]1Cc1ccccc1 | 2.5 | . | . | 1.5 | 5.6 |
| 25 | C[C@@H](NC(=O)OC(C)(C)C)C(=O)NCC1CCC(C(=O)N[C@@H](Cc2ccccc2)C(=O)O)CC1 (some centres undefined) | -5.5 | -1.6 | -2.1 | 0.5 | 4.6 |

| nr | PAD4 inh | LYPLA1 counter | PAFAH2 FP inh | PME-1 primary |
| --- | --- | --- | --- | --- |
| 16 | -6.6 | 3.9 | 4.2 | -1.3 |
| 17 | -5.2 | 2.0 | 8.2 | 0.2 |
| 18 | -1.8 | -1.3 | -5.0 | -7.1 |
| 19 | -4.0 | -18.4 | -0.3 | -11.3 |
| 20 | 3.2 | 4.1 | 1.8 | -0.8 |
| 21 | -6.7 | 0.4 | 11.9 | 5.6 |
| 22 | 0.9 | 1.6 | -5.5 | 1.2 |
| 23 | -0.2 | -3.1 | 7.8 | -1.2 |
| 24 | 1.4 | . | 2.9 | . |
| 25 | -5.8 | 2.2 | -2.5 | 1.6 |

By substructure: the compounds so far with an aryl thioether with sulfur outside any ring (2)
| nr | smiles | PAFAH1B3 inh | Fam108B counter | GSTO1 counter | PAFAH1B2 FP inh | pPAFAH inh |
| --- | --- | --- | --- | --- | --- | --- |
| 4 | CCSc1nnc(N2C(=O)C(O)=C(C(=O)c3ccco3)C2c2cccc(OC)c2)s1 (centres undefined) | 10.3 | -1.4 | -8.9 | 0.6 | -1.2 |
| 22 | Cc1cc(-c2nnc(SCC(=O)Nc3ccccc3C)n2N)n[nH]1 | 5.0 | -3.0 | -0.4 | 5.9 | 0.1 |

| nr | PAD4 inh | LYPLA1 counter | PAFAH2 FP inh | PME-1 primary |
| --- | --- | --- | --- | --- |
| 4 | -18.6 | 0.9 | 14.9 | 1.6 |
| 22 | 0.9 | 1.6 | -5.5 | 1.2 |
